# High-throughput results (PubChem BioAssay)
# CCR6 antagonist = CCR6 (human) receptor antagonism; P51684; CHO-K1 CCR6 PathHunter beta-arrestin, luminescence, CCL20-stimulated; inhibition, % at 20 µM; 340,000 tested, 0.49% active; AID 493098;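 active = compounds whose inhibition of the agonist-driven luminescence signal at 20 µM reaches about 50%, limit read from the data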;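 note: cells stimulated with CCL20 at 14 nM final; plate controls were DMSO with CCL20 for no effect and DMSO without agonist for full effect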
# Target sequence (P51684 whole entry, looked up): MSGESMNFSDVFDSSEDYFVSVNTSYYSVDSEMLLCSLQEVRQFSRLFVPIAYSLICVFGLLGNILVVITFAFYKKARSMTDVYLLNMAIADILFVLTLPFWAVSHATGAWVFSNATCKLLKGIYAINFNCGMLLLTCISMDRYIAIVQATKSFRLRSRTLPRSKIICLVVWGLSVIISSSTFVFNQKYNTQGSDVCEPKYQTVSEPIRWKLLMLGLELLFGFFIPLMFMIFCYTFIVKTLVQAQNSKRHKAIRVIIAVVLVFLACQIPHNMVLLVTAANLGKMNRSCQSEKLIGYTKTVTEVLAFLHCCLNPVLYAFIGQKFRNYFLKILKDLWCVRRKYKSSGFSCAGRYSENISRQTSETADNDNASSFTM
# 697 NFkB inh = lowers PMA/ionomycin-induced NF-kB signal in 697 B cells | 697 B-cell NF-kB luciferase reporter, 16 h | inhibition, % at 4 µM | 330,000 tested, 0.33% active | AID 435022; in the data active = inhibition above about 35%
# CXCR6 inh = blocks human CXCR6 beta-arrestin recruitment; CHO-K1 PathHunter CXCR6 beta-arrestin, luminescence; 360,000 tested, 0.36% active; inhibition, % at 20 µM; in the data active = inhibition above about 34%, passing the limit was not always enough;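 note: antagonist mode with CXCL16 agonist at 10 nM final; 0% = 10 nM CXCL16 with DMSO and 100% = unstimulated wells without agonist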
# APJ antag = antagonists of human APJ apelin receptor | CHO-K1 APJ beta-arrestin complementation, luminescence | 330,000 tested, 0.32% active | P35414 | inhibition, % at 20 µM;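 active = inhibition above about 40% at 20 µM, limit read from the data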;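 note: cells challenged with 10 nM apelin-13 agonist together with compound; plate controls were apelin-13 plus DMSO wells for no effect and DMSO wells lacking apelin-13 for full effect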
# Gli-Sufu block = blocks Gli-Sufu signaling in a luciferase reporter. Sufu-KO-LIGHT fibroblasts, Gli luciferase reporter luminescence. inhibition, % at 5 µM. 340,000 tested, 0.74% active. AID 588413;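 active = inhibition above about 55%, limit read from the data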;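 note: 0% = DMSO-treated cells and 100% = wells with medium but no cells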
# EBI2 block = EBI2 (human) antagonism; P32249; 360,000 tested, 0.81% active; inhibition, % at 5 µM; EBI2 beta-arrestin recruitment, luminescence, 7a,25-OHC stimulated; in the data active = inhibition above about 38%;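 note: enzyme fragment complementation signal reports receptor beta-arrestin coupling in cells; 0% = agonist plus DMSO wells and 100% = wells without agonist; some results beyond the cut were filed as inactive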
# Target sequence (P32249 whole entry, looked up, the tested form may be a part): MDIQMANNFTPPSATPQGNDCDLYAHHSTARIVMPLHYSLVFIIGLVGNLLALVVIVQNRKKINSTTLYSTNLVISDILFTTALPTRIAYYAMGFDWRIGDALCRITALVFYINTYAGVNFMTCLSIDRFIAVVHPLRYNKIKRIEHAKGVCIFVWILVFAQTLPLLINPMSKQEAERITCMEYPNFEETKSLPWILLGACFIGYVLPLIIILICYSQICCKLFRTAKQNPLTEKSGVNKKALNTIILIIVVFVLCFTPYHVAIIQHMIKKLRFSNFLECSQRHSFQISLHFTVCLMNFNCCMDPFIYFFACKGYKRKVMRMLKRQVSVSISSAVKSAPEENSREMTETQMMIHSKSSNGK
# Jurkat NFkB inh = lowers PMA/ionomycin-induced NF-kB signal in Jurkat cells; PMA/ionomycin-induced NF-kB luciferase reporter, luminescence; inhibition, % at 4 µM; 330,000 tested, 0.53% active; in the data active = inhibition above about 50%
# UBC13 inh = inhibitors of human UBC13 polyubiquitin chain formation; P61088; TR-FRET; inhibition, % at 20 µM; 330,000 tested, 0.47% active; AID 485273; in the data active = inhibition above about 45%, passing the limit was not always enough
# Target sequence (P61088 whole entry, looked up): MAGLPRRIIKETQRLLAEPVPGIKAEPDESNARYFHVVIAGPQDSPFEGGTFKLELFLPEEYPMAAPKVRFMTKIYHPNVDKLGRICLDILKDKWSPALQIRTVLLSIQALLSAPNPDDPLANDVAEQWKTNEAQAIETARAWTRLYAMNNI
# Active calls of the source: *; . = not tested or not shown.
smiles,CCR6 antagonist,697 NFkB inh,CXCR6 inh,APJ antag,Gli-Sufu block,EBI2 block,Jurkat NFkB inh,UBC13 inh
CCOc1ccc(N2CC(C(=O)NCc3nnnn3-c3ccc(C)c(C)c3)CC2=O)cc1 (stereo not drawn),4.5,-2.8,-0.8,-1.3,1.7,-0.4,5.5,7.8
Cc1nn(Cc2ccccc2)c(C)c1NC(=O)CSc1nnc(-c2cc(Cl)ccc2O)n1C,-1.9,7.1,-1.7,7.1,6.1,-0.4,-1.6,8.4
Cn1cnc(S(=O)(=O)N2CCN(c3ccc(F)cc3)CC2)c1,-1.4,0.6,-11.7,-5.5,3.0,-5.3,4.3,-0.1
CCn1c(CNC(=O)c2ccco2)nnc1SCC(=O)Nc1cccc(F)c1,5.1,20.7,-2.6,19.6,30.3,-5.1,2.9,-0.3
O=C(c1cc(-c2ccc(Cl)cc2)n[nH]1)N1CCc2ccccc2C1,10.9,14.1,-16.1,10.3,0.3,1.3,3.5,11.9
Nc1ccc(Oc2ccc3c(c2)C(=O)N(CC2CCCO2)C3=O)cc1 (stereo not drawn),10.3,-40.6,-8.0,11.6,-38.1,-4.3,-1.4,-3.1
CN(C)/C=C/C(=O)c1ccc(Cl)cc1,-8.3,18.9,5.2,12.7,-8.1,-6.1,-3.9,-10.8
COc1cc(N)ccc1Cc1ccc(N)cc1OC,-0.6,-16.9,-0.2,-15.2,-8.0,2.5,-0.8,-18.4
CC12COC3(C(=O)Nc4ccc(Cl)cc4)CC1CCC32C (stereo not drawn),14.7,9.1,-1.1,-10.8,-2.0,5.4,-4.8,0.3
Cc1cc(C)nc(Sc2ccc(/C=C(\C#N)C(=O)Nc3ccccc3)o2)n1,31.7,8.0,1.0,-6.6,-2.1,6.6,13.4,-3.0
CCC(Cc1ccccc1)NC(=O)C1CCN(c2nn3c(=O)cc(C)nc3s2)CC1 (stereo not drawn),13.6,1.4,1.1,18.0,-20.3,-9.8,-2.5,6.0
O=C1CC(N(O)C2CC(=O)N(Cc3ccccc3)C2=O)C(=O)N1Cc1ccccc1 (stereo not drawn),-7.8,10.3,-8.7,-2.3,-12.3,5.4,11.6,5.5
CC1(C)C=C2C(=NN(c3ccccc3)C(N)=C2C#N)CO1,4.7,-8.7,-4.2,-20.9,-5.8,-10.8,8.3,-42.8
CCN(C(=O)CN1C(=O)S/C(=C\c2cccc(OC)c2)C1=O)C1CCS(=O)(=O)C1 (stereo not drawn),15.8,-4.2,-3.1,13.7,44.2,-6.8,-0.3,-10.2
CCOC(=O)c1ccccc1NC(=O)c1cc2ccccc2o1,20.9,-30.2,-5.8,3.5,-6.2,8.1,-20.7,12.3
Cc1cccc(C(=O)O/N=C2\CCSc3ccc(C)cc32)c1,23.6,31.2,1.4,2.2,6.9,14.7,-2.4,-4.8
O=C(Nc1cc(=O)[nH]c2nc(-c3ccc(Cl)cc3)nn12)c1ccccc1,-1.2,-9.8,.,6.6,-4.4,.,2.7,-19.1
Cn1c(CNC(=O)c2ccccc2F)nnc1SCC(=O)c1ccccc1,6.7,-12.5,1.5,11.5,0.2,-2.7,3.2,-2.7
N#Cc1c(-c2ccccc2)cc(-c2ccc3c(c2)OCO3)[nH]c1=O,-5.3,7.5,-1.3,-3.3,-7.7,3.8,5.6,5.2
Cn1nc(C(F)(F)F)c(/C=N/OC(=O)c2ccccc2Cl)c1SCc1ccccc1Cl,-7.8,-0.8,7.1,4.3,21.9,32.0,1.9,2.0
COc1ccccc1Nc1nc(-c2c(C)nc3ncccn23)cs1,11.1,.,-1.1,.,55.0*,13.4,.,.
CCN(C(=O)COC(=O)c1ccccc1OCc1ccc(Cl)cc1)C1CCS(=O)(=O)C1 (stereo not drawn),11.4,2.3,6.9,8.6,2.4,7.2,-5.5,-9.2
COc1ccc(OC)c(C(=O)NC(CC(N)=O)c2ccc(N3CCC(N4CCCC4)CC3)c([N+](=O)[O-])c2)c1 (stereo not drawn),1.7,16.1,-0.8,13.2,27.2,-10.5,-13.7,-9.1
CCc1c(C)sc(NC(=O)C2CC(c3c(F)cccc3Cl)=NO2)c1C#N (stereo not drawn),10.0,10.1,1.6,5.9,-1.8,-3.4,-2.5,7.6
CCO[C@H]1OC(C(=O)O)=C[C@@H](C(C)(C)C)[C@@H]1CCCO,-1.2,-2.3,-11.7,11.7,-8.0,-0.7,5.3,-3.9
CCOC(=O)N1CCN(C(=O)CSc2ncccn2)CC1,-1.3,1.9,4.9,7.1,-2.2,-15.9,-10.3,-11.9
O=C(O)c1cc(NC(=O)c2ccc([N+](=O)[O-])cc2)cc(NC(=O)c2ccc([N+](=O)[O-])cc2)c1,0.6,-11.2,-11.3,-11.6,-1.7,-14.7,-1.7,-4.8
CSc1nnc(N2C(=O)C(O)=C(C(=O)c3ccco3)C2c2ccc(F)cc2)s1 (stereo not drawn),22.5,.,-3.7,.,-15.2,-6.5,.,.
O=C(O)CCc1nn2c3ccccc3n(Cc3ccccc3F)c2nc1=O,8.7,40.5*,11.3,-23.2,-5.3,-10.3,-20.5,4.4
CN(c1ccc(OCC(=O)OCC(=O)c2c(N)n(C)c(=O)n(C)c2=O)cc1)S(=O)(=O)c1ccc2ccccc2c1,-4.9,5.5,-7.1,-5.5,10.3,-12.5,11.5,-5.5
Cc1cccc(NC(=O)CSc2nnc(NC(=O)C3CCC3)s2)c1,11.4,1.9,6.2,-35.3,-9.8,-2.3,-10.0,-2.4
COc1cc(C(=O)NCCOc2cc(C)ccc2C(C)C)cc(OC)c1OC,16.1,-22.5,-11.2,5.9,10.5,-4.9,47.9,7.1
CCCN(CCC)C(=O)CSc1nc2c(sc(=S)n2-c2ccc(OCC)cc2)c(=O)[nH]1,11.8,10.1,2.3,5.6,6.8,-13.9,4.2,-25.5
COc1ccc2c(c1)c(=O)oc1cc(O)ccc12,3.2,-15.2,-10.4,-19.6,-1.1,-0.9,-18.0,6.6
Cc1onc(-c2ccccc2)c1NC(=O)Nc1c(-c2ccccc2)noc1C,7.7,5.3,-6.4,-0.5,6.5,-2.6,0.1,5.1
COc1cc(CNCc2cccs2)ccc1OCc1cccs1,-11.3,-11.8,-5.5,-0.7,1.6,-12.1,2.2,15.6
O=C(CS(=O)(=O)c1ccc(F)cc1)N1CCN(c2ccccc2)CC1,10.4,4.6,9.4,8.5,-10.4,-7.8,-1.3,2.8
Cc1ccsc1/C=N\NC(=O)c1ccc2c(c1)OCO2,4.5,-56.8,-0.6,11.2,-100.3,4.9,-61.5,-12.6
C=CCn1c(C)nnc1SCC(=O)c1c(N)n(C2CC2)c(=O)[nH]c1=O,-5.3,6.7,3.4,19.6,-3.7,2.0,-11.1,2.5
COc1ccc(-c2oc3ccc(N4CCOCC4)cc3c2C#Cc2ccc(N)cc2)cc1,-3.9,13.4,-11.8,0.1,-3.3,27.8,-36.7,4.8

# Compound profiles, as listed above. Order of values: CCR6 antagonist	697 NFkB inh	CXCR6 inh	APJ antag	Gli-Sufu block	EBI2 block	Jurkat NFkB inh	UBC13 inh
# O=C(c1cc(-c2ccc(Cl)cc2)n[nH]1)N1CCc2ccccc2C1 is listed with 10.9	14.1	-16.1	10.3	0.3	1.3	3.5	11.9
# COc1cc(N)ccc1Cc1ccc(N)cc1OC is listed with -0.6	-16.9	-0.2	-15.2	-8.0	2.5	-0.8	-18.4
# CCO[C@H]1OC(C(=O)O)=C[C@@H](C(C)(C)C)[C@@H]1CCCO is listed with -1.2	-2.3	-11.7	11.7	-8.0	-0.7	5.3	-3.9
# Cc1onc(-c2ccccc2)c1NC(=O)Nc1c(-c2ccccc2)noc1C is listed with 7.7	5.3	-6.4	-0.5	6.5	-2.6	0.1	5.1

# (continued)
smiles,CCR6 antagonist,697 NFkB inh,CXCR6 inh,APJ antag,Gli-Sufu block,EBI2 block,Jurkat NFkB inh,UBC13 inh
O=C(NC1CCCCCCC1O)c1ccccc1 (stereo not drawn),4.0,.,-5.0,.,-32.7,-1.8,.,.
COCCCNC(=O)c1ccccc1C(F)(F)F,11.9,8.6,2.2,6.7,-1.6,6.2,-0.1,-1.0
O=C(CCN1CCN(c2ccccc2F)CC1)c1ccc(Br)cc1,-9.4,-3.5,-5.4,-17.7,-2.2,-5.0,-13.0,1.1
O=C1CCCC/C1=C\Nc1ccc(C(=O)O)c(O)c1,9.9,8.5,7.3,5.4,2.2,-7.2,-5.8,5.6
Cc1cc(-c2nnc(CCC(=O)NCC(C)c3ccccc3)o2)no1 (stereo not drawn),-3.2,-4.5,-4.4,1.1,6.0,2.5,-7.7,-0.3
N#Cc1cccc(S(=O)(=O)NNC(=O)C23CC4CC(CC(C4)C2)C3)c1,-2.0,15.5,0.4,-2.1,-0.8,-5.4,4.8,2.2
Cc1csc2c(=O)sc(NC(=O)c3ccco3)nc12,11.1,10.8,8.5,19.8,14.1,3.4,-3.0,11.9
CCc1nnc(NC(=O)CCC(=O)N2CCN(CCOc3ccc(C)cc3)CC2)s1,11.6,-39.6,-6.9,-5.3,5.4,-7.0,15.2,-5.8
O=C(Nc1ccccc1N1CCOCC1)c1cccc(NS(=O)(=O)c2ccc(F)c(F)c2)c1,8.8,-9.1,-2.9,0.6,7.4,-3.7,-20.9,-11.8
Cc1nc(C)c(C(=O)Nc2cccc(Cl)c2)o1,14.7,9.4,30.2,-10.9,-1.1,2.9,8.9,0.3
O=C(CCNC(=O)c1ccccc1)N/N=C/c1ccc([N+](=O)[O-])cc1,-12.7,4.1,-9.3,-11.3,2.2,2.4,-4.9,-4.2
O=C(O)COCC(=O)Nc1ccccc1-c1ccccc1,17.0,5.5,1.7,-40.5,-0.4,0.3,6.1,-5.6
O=C(COc1cccc2ccccc12)N/N=C/c1ccccc1OCc1ccc(C(=O)O)cc1,17.6,16.4,2.5,7.2,-11.1,-3.9,4.0,-17.3
Cc1ccc(S(=O)(=O)NN=Cc2ccc(N3CCOCC3)cc2)cc1[N+](=O)[O-],3.5,20.6,3.5,0.8,1.3,-0.6,3.0,4.6
O=C(Cn1cc([N+](=O)[O-])cn1)NCc1ccccc1,5.7,15.7,25.8,14.1,1.6,9.9,3.1,-7.1
O=C(c1nc2nc(-c3ccc(Cl)cc3)cc(C(F)(F)F)n2n1)N1CCOCC1,12.3,30.1,1.4,-1.2,2.3,3.2,8.1,7.7
Cc1ccc(NC(=O)N2CCCc3ccccc32)cc1C,14.6,-0.9,0.5,-21.9,-24.1,4.8,-36.0,2.0
O=C(Nc1c(-c2ccccc2)nc2ccc(Cl)cn12)c1cccs1,3.3,2.0,-2.5,18.4,1.2,-6.8,8.1,14.1
O=C(O)CC(NS(=O)(=O)c1ccc2c(c1)OCCO2)c1ccccc1[N+](=O)[O-] (stereo not drawn),12.7,-33.8,1.4,-15.4,6.1,-1.9,-20.7,-16.6
Cn1cc(-c2ccccc2C(N)=O)c(=O)c2cc(Cl)ccc21,1.1,3.3,-0.3,6.3,-1.4,0.4,5.1,-7.9
O=C1CNC(=O)N1,5.1,12.2,-0.7,2.1,-2.0,2.2,-4.4,4.1
Cc1cc(CNC(=O)COc2ccc(C#N)cc2)c2ccccc2n1,0.6,-10.6,-10.6,-4.1,5.3,1.3,5.5,1.4
CCN(CC)c1ccc(N=Cc2ccccc2[N+](=O)[O-])cc1,19.2,-60.4,-0.9,-22.5,-0.3,-9.4,14.9,-46.6
COc1ccc(-n2c(SCC(=O)Nc3nc(C)cs3)nnc2-c2ccoc2C)cc1,5.7,4.7,-3.9,6.7,2.0,3.7,-3.6,1.0
Cc1ccc(CNC(=O)c2ccc(Cn3nc(C)c(Cl)c3C)o2)cc1,17.4,-4.3,12.3,-32.0,-16.3,38.8,-3.7,-8.8
Cc1ccc2nc(SCC(=O)Nc3ccc4[nH]c(=O)[nH]c4c3)[nH]c2c1,8.1,-5.9,-1.4,-6.5,-5.9,1.0,-13.6,-5.9
COc1ccc(N2CCN(c3cc(C)c4cccc(C)c4n3)CC2)cc1,-1.6,-14.7,1.3,24.2,6.8,15.2,2.7,8.7

# This is a random part of the collection, and some 3% of all compounds hit somewhere here.
